Screens as filed in PubChem.
Avidin bead fluor – green autofluorescence of compounds with avidin beads – biophysical, 488/530 nm, flow cytometry, artefact control, profiling panel; compound fluorescence 488/530 nm; active compounds read high; actives 0.38% (n = 220,000); AID 1775, 2009; fluorescence (KMESF) at 10 µM; in the data active = fluorescence above about 47; note: inactives centre near 10
Pf gamet viab – late stage P. falciparum gametocyte viability inhibitors, primary screen, ATP luminescence, HTS | P. falciparum stage V gametocytes, 24 h | inhibition, % at 10.9 µM | actives 0.065% (n = 150,000) | AID 743093, 2013;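 active = inhibition above the mean plus 3 SD of compounds within the control limits, set per campaign, cut at about 38% in these data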;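 note: 0% = DMSO wells and 100% = medium only without gametocytes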
Mcl1 Noxa PPI – Mcl-1/Noxa binding inhibitors, primary screen, biochemical, TR-FRET, 1536-well | Induced myeloid leukemia cell differentiation protein Mcl-1 (Homo sapiens), Q07820 | TR-FRET Mcl-1/Noxa peptide binding, 2 h | inhibition, % at 21.7 µM | actives 1.5% (n = 220,000);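 active = compounds that cut the protein-peptide binding signal by more than 50% relative to plate controls in a single-dose test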;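 note: His-tagged Mcl-1 with rhodamine Noxa BH3 peptide and terbium anti-His antibody; 0% = Mcl-1 plus Noxa peptide wells and 100% = peptide-only wells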
Target sequence (Q07820 whole entry, looked up): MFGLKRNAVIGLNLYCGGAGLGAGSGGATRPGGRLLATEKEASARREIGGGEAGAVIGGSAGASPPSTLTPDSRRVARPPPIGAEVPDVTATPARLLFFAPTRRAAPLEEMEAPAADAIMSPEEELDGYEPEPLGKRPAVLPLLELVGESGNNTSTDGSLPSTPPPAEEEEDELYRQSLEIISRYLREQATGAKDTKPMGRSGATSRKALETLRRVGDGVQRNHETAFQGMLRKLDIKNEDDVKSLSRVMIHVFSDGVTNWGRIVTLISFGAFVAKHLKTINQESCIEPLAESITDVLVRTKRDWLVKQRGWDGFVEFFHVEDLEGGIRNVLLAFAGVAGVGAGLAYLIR
* = called active by the depositor. Not all compounds are listed. The share of hits here may be higher or lower than overall.

SMILES	Avidin bead fluor	Pf gamet viab	Mcl1 Noxa PPI
COc1cc2c(cc1OC)C(c1ccccc1)CC2=O (centres undefined)	6	-6	8
NNC(=O)CSCc1nc(-c2ccccc2)cs1	5	12	0
CCN(CC)c1ccc(S(=O)(=O)N2CCOCC2)cc1NC(=O)CNCc1ccccc1	6	-26	28
CC1(c2nnc(-c3ccncc3)o2)CC(c2ccc(F)cc2)=NO1 (centres undefined)	7	-17	-1
Cc1n[nH]c(C)c1Cc1c(F)cccc1Cl	7	-6	13
Cc1ccc(NNC(=O)Nc2ccc(Cl)cc2)nn1	6	-17	24
Cc1cccc(-n2cnc3sc(C)c(C)c3c2=O)c1	7	9	8
CCOC(=O)CNC(=O)CNC(=O)c1ccc(OC(C)C)cc1	6	6	-5
Cc1cccc(NC(=O)C(Cc2ccccc2)n2cccc2)c1 (centres undefined)	9	-4	-1
CCOC(=O)C(=O)N/N=C/c1ccco1	4	-16	-12
CC(C)(C)OC(=O)NCc1n[nH]c(=S)n1C1CC1	7	-13	-1
CC(=O)C1C(=O)c2c(cccc2[N+](=O)[O-])C1=Nc1cccc(Cl)c1 (centres undefined)	22	10	-14
COC(=O)N/N=C/c1cccc([N+](=O)[O-])c1	6	14	17
COc1ccc(C2NC(=S)NC3=C2N2CCC3CC2)cc1 (centres undefined)	8	2	27
COC(=O)[C@@H]1C[C@@]2(O)[C@H](O)[C@H](O)[C@H](O)C[C@H]2N1Cc1cc(OC)cc(OC)c1	9	-3	0
CCCC(=O)C1=C(O)C(C(=O)OC)C(C)(C)CC1=Nc1ccc(Br)cc1 (centres undefined)	3	16	8
CCOC(=O)N[C@H](Cc1c[nH]c2ccccc12)C(=O)NC1CC1	7	1	-6
N#C/C(=C\Nc1ccc(Cl)cc1)S(=O)(=O)c1ccccn1	7	-18	4
O=c1c2cc(-c3ccccc3)sc2nc2n1N=C(c1ccccc1)CS2	8	10	26
COc1ccc(NC(=S)NCCCN2CCOCC2)cc1	4	1	15
COC(=O)c1ccc(/C=N/Nc2nc(C)c(C)s2)cc1	10	-5	7
O=C(O)COc1ccccc1/C=N/NC(=O)CSc1nc2ccccc2n1Cc1ccccc1	7	7	16
Cn1cccc1/C=C1\SC(=Nc2cccc(O)c2)NC1=O	10	-3	37
CN(C)c1cc(NC(=O)CN2CCCC2)c2ccccc2n1	5	-2	54*
O=C(CN1C(=O)NC2(CCCC2)C1=O)Nc1ccccc1-c1ccccc1	25	13	2
CC(C)C(=O)NC(c1ccc(N(C)C)cc1)c1c(O)ccc2ccccc12 (centres undefined)	8	4	11
Cc1cccc(NC(=O)CSc2nnc(CCNC(=O)OC(C)(C)C)o2)c1C	7	-7	-11
Cc1onc(-c2ccccc2)c1CNS(=O)(=O)c1ccccc1	3	-2	4
Cc1cccc(NC(=S)Nc2ccccn2)c1	3	3	10
Cc1cccc2cc(C3CC(c4ccco4)=NN3S(C)(=O)=O)c(Cl)nc12 (centres undefined)	7	8	-2
CCN(CC)S(=O)(=O)c1ccc(Oc2ccccc2OC)cc1	6	-1	-2
Cc1oc(C(C)(C)C)cc1C(=O)Nc1ccc2c(c1)OCO2	8	-2	-3
Cc1nc2c(C)cccn2c1C(=O)N/N=C/c1ccccc1[N+](=O)[O-]	6	9	12
CCC(=O)N(C)CCc1cc2c(c(OC)c1/C=N/Nc1ccc(C(=O)O)cc1)OCO2	8	-14	35
CC(=O)Nc1ccc(S(=O)(=O)N[C@@H](C)C(=O)OCc2cc([N+](=O)[O-])cc3c2OCOC3)cc1	8	-4	-7
CCN(CC)CCn1c(N)nc2ccccc21	5	-19	6
CC(=O)c1ccc(NC(=S)N(CCCN(C)C)Cc2ccccc2)cc1	6	-17	-11
CC(C)(C)c1cc(CN(CCO)CCO)c(O)c(C(C)(C)C)c1	2	-31	-8
CC1CCc2c(C(=O)Nc3ccccn3)csc2C1 (centres undefined)	9	12	-6
O=C(CSc1nc2ccccc2o1)N/N=C/c1ccc(C(=O)O)cc1	8	-10	-4

Molecules above that contain a thiophene ring, fused or not, in the order listed:
SMILES	Avidin bead fluor	Pf gamet viab	Mcl1 Noxa PPI
Cc1cccc(-n2cnc3sc(C)c(C)c3c2=O)c1	7	9	8
O=c1c2cc(-c3ccccc3)sc2nc2n1N=C(c1ccccc1)CS2	8	10	26
CC1CCc2c(C(=O)Nc3ccccn3)csc2C1 (centres undefined)	9	12	-6

Remaining list, next part:
SMILES	Avidin bead fluor	Pf gamet viab	Mcl1 Noxa PPI
COc1ccccc1N1C(=O)CC(N(O)c2ccccc2)C1=O (centres undefined)	4	-20	7
Cc1ccc(Cl)cc1NC(=O)COC(=O)c1ccccc1O	2	-9	-16
CC(Sc1nncn1C)C(=O)Nc1ccc(S(N)(=O)=O)cc1 (centres undefined)	2	24	10
Cc1ccc(NC(=O)N[C@@H](CC(C)C)C(=O)O)c(C)c1	9	-4	8
CCCCc1nc2sc3c(=O)[nH]cnc3c2c2c1CCCC2	7	-2	-5
CC(=O)Nc1ccc2c(CSc3nncs3)cc(=O)oc2c1	13	-19	40
Cc1cc(=O)oc2cc(OCCSCCN3CCCCC3)ccc12	3	10	18
COc1ccc(CC(=O)Nc2nn(C)c3nc4c(C)cccc4cc23)cc1	11	13	11
Cc1ccc(/C=C/C(=O)N(Cc2cccs2)C2CCS(=O)(=O)C2)cc1 (centres undefined)	8	3	-3
CCC(=O)Nc1cccc(C2=NOC3(C2)C[C@H](C(N)=O)N(C(=O)c2ccc(Cl)cc2)C3)c1 (some centres undefined)	11	-19	2
COc1cccc(-c2nnc(-c3ccccc3NC(=O)c3ccc(C(C)(C)C)cc3)o2)c1	7	4	-5
CCCOc1ccc(S(=O)(=O)N2C(=O)CC(=O)N(Cc3ccc(OCC)cc3)C2=O)cc1	3	19	20
Cc1c(C(=O)/C=C/N(C)C)nnn1-c1ccc(Cl)cc1C#N	7	8	9
COC(=O)c1cc(=O)n(Cc2cccs2)c(=Nc2ccccc2)s1	4	-2	-24
CC(=O)c1cccc(NC(=O)NCCc2c[nH]c3ccccc23)c1	7	5	7
Cc1cc(C)nc(N/N=C/c2ccccc2Cl)n1	3	17	19
CC(=O)NC(Cc1ccccc1C)C(=O)NC1CCN(c2nnnn2-c2ccccc2)CC1 (centres undefined)	10	5	10
CN(c1ccccc1)S(=O)(=O)c1cccc(NC(=O)c2cc3ccccc3oc2=O)c1	7	4	5
CCOc1ccc(/C=N/NC(=S)NC2CC3CC2C2C=CCC32)cc1 (centres undefined)	13	7	9
COc1ccc(N=C2SCC(c3ccc([N+](=O)[O-])cc3)=NN2CCO)cc1	4	20	-2

3 structures out of the list, arranged by formula weight, descending.
SMILES	Avidin bead fluor	Pf gamet viab	Mcl1 Noxa PPI
COC(=O)c1cc(=O)n(Cc2cccs2)c(=Nc2ccccc2)s1	4	-2	-24
CCOc1ccc(/C=N/NC(=S)NC2CC3CC2C2C=CCC32)cc1 (centres undefined)	13	7	9
CC(=O)c1cccc(NC(=O)NCCc2c[nH]c3ccccc23)c1	7	5	7

(cont.)
SMILES	Avidin bead fluor	Pf gamet viab	Mcl1 Noxa PPI
O=C(Cn1cnc2ccccc2c1=O)Nc1nnc(SCc2ccc(Cl)cc2)s1	6	4	-4
O=C(c1ccc2c(c1)OCO2)N1CCC2(CC1)Oc1ccc(Cl)cc1C(=O)C21CC(c2ccc(Cl)cc2)=NO1 (centres undefined)	16	15	1
Cc1nn(-c2ccccc2)c2nc(C(Cl)(Cl)Cl)[nH]c(=O)c12	7	-24	14
O=C1CS/C(=N/N=C/c2c[nH]c3ccccc23)N1	8	16	23
Cc1ccc(NC(=S)NCCc2c[nH]c3ccccc23)c(C)c1	7	-14	16
Cn1c(/C(C#N)=C/c2ccc(O)cc2)nc2ccccc21	15	-7	-1
CC(C)(C)c1nc(Sc2ccc([N+](=O)[O-])cn2)n[nH]1	3	-20	-7
N/C(=N/OC(=O)c1ccc(Cl)cc1)c1ncc([N+](=O)[O-])s1	6	8	31
Cc1ccccc1OCC(=O)N=Nc1c(O)n(C)c2ccccc12	4	3	-27
CCOC(=O)N1CCC(N2CCN(S(=O)(=O)c3ccc([N+](=O)[O-])cc3)CC2)CC1	9	10	27
CN1N=C2c3ccccc3CCCC2C1c1ccc(F)cc1 (centres undefined)	4	-12	-13
CC1CCC(C(C)C)C(OC(=O)Cn2c(-c3ccc(Cl)cc3)[n+](C)c3ccccc32)C1 (centres undefined)	8	-5	-11
C=C(C)C(=O)Nc1cccnc1Oc1ccc(F)cc1F	9	9	15
CCC(C)[C@H](NC(=O)NC1CCCc2ccccc21)C(=O)OC (some centres undefined)	8	21	-2
Cc1nc(-c2ccc(S(=O)(=O)Nc3cccc(S(N)(=O)=O)c3)s2)cs1	18	0	13
CCN1CCN(Cc2ccc(NC(=O)c3ccc(C)c(NC(=O)c4cccc5[nH]ccc45)c3)cc2C(F)(F)F)CC1	9	-20	1
COC(=O)c1sccc1NC(=O)CC1C(=O)NCCN1C(=O)Nc1cc(Cl)ccc1OC (centres undefined)	8	11	1
O=c1oc(-c2ccc(Cl)c(Cl)c2)nn1-c1ccc(C(F)(F)F)cn1	4	16	7
O=C(CSC1=NNC(c2ccccn2)S1)Nc1cccc(Cl)c1 (centres undefined)	6	-8	-122
O=Cc1ccc(-c2ccc(C(=O)O)cc2)o1	9	-18	5
O=C(NCCCCc1ccccc1)C1CC(c2cccc(F)c2)=NO1 (centres undefined)	8	10	-19
O=C(NC1CC1)C1=C[C@@H](c2c[nH]c3ccccc23)C[C@@H](OCCCCO)O1	10	-9	-11
COc1ccc(-c2nc(C=O)cs2)cc1	7	-3	3
O=C(NC(=S)Nc1ccc(S(=O)(=O)Nc2nccs2)cc1)C1CC1	3	15	4
O=C(NNC(=O)c1csc(-c2cccnc2)n1)c1ccccc1	6	-5	-28
CCCC[n+]1ccn(-c2nc3ccccc3nc2[N-]S(=O)(=O)c2cccs2)c1	3	-7	4
Cn1c(SCC(=O)NNC(=S)Nc2ccccc2)nnc1-c1ccccc1	7	4	-104
Cn1c(=O)c(=O)n(C)c2cc(S(=O)(=O)N3CCCC3C(=O)NCc3cccnc3)ccc21 (centres undefined)	4	11	25
FC(F)(F)c1nnc(Nc2ccc(Cl)cc2)s1	7	-5	7
COc1ccc(OCC(=O)OC2CCCN(C)C2)cc1 (centres undefined)	7	-1	0

Pulled by structure from above (4):
SMILES	Avidin bead fluor	Pf gamet viab	Mcl1 Noxa PPI
COC(=O)c1ccc(/C=N/Nc2nc(C)c(C)s2)cc1	10	-5	7
CC(C)C(=O)NC(c1ccc(N(C)C)cc1)c1c(O)ccc2ccccc12 (centres undefined)	8	4	11
CCC(=O)Nc1cccc(C2=NOC3(C2)C[C@H](C(N)=O)N(C(=O)c2ccc(Cl)cc2)C3)c1 (some centres undefined)	11	-19	2
CCOC(=O)CNC(=O)CNC(=O)c1ccc(OC(C)C)cc1	6	6	-5

Later entries:
SMILES	Avidin bead fluor	Pf gamet viab	Mcl1 Noxa PPI
CCCc1cc(C(=O)Nc2cnn(Cc3ccc(F)cc3)c2)no1	7	-8	-7
COc1ccccc1NC(=O)CN(Cc1ccco1)C(=O)c1ccc(=O)[nH]c1	4	-5	-28
CCN1CCOC(CC(=O)Nc2ccc([N+](=O)[O-])cc2)C1=O (centres undefined)	8	-13	8
CCOc1cc(/C=C2\SC(=S)N(N3CCOCC3)C2=O)ccc1O	10	-8	29
CC(=O)c1c(COC(=O)c2ccccc2Cl)nc2ccccc2[n+]1[O-]	8	0	6
O=C(CN1C(=O)CSc2ccccc21)N/N=C/c1ccco1	8	-36	-10
COc1c(C=O)c(CCN(C)C(=O)c2ccc(F)cc2)cc2c1OCO2	10	-3	28
Cc1ccc(-n2c(CSc3nc(C)cc(C)n3)nnc2SCC(=O)Nc2nccs2)cc1	11	3	15
Cc1cc(=O)oc2c(C(=O)c3ccccc3)c(OCC(N)=O)ccc12	3	2	13
COc1ccc(NC2c3ccccc3C(=O)N2c2ccccn2)cc1 (centres undefined)	8	3	10
CC(=O)Nc1ccc(NC(=O)CCCSc2nc3ccccc3[nH]2)cc1	8	4	-23
Cc1cc(Cl)nc(-c2ccccc2O)n1	10	-5	9
COC(=O)CSc1nnc(-c2ccccn2)n1N	7	11	4
Cc1ccc(/C(O)=C/c2nc3ccccc3oc2=O)cc1	5	-22	-1
CC(C)N1CCN(Cc2cnc(-c3ccccc3)s2)CC1CCO (centres undefined)	4	-2	33
CCCN1CCC(NCc2cn(C)nc2-c2ccc(Oc3ccccc3)cc2)CC1	6	8	1
COc1ccc(C2/C=C\CN(C(=O)c3ccccc3)CC(=O)N2Cc2ccc(F)cc2)cc1 (centres undefined)	8	8	-7
O=C(O)c1cc(-c2cccnc2)nc2ccccc12	6	-16	3
COc1ccccc1CNC(=O)C1CCC(CNc2c(N3CCC(C)CC3)c(=O)c2=O)CC1 (centres undefined)	6	22	14
O=C(NNC(=O)C12CC3CC(CC(C3)C1)C2)c1ccccn1	5	12	-91
CCN(CC(=O)NCc1ccccc1Cl)CC(=O)Nc1c(F)cccc1F	9	-22	17
CN1CCN(c2nc3c(c(=O)n(C)c(=O)n3C)n2CCSc2nnnn2-c2ccccc2)CC1	5	1	-8
COc1ccc(CCNc2ccc(C(CC(N)=O)NC(=O)c3ccc(Br)cc3)cc2[N+](=O)[O-])cc1 (centres undefined)	8	1	14
CN1CC(C(=O)O)Cc2c1ccc1ccccc21 (centres undefined)	9	11	24
O=C1c2ccccc2C(=O)C1c1ccccn1	3	-12	4
CCOC(=O)c1[nH]c2cc3c(cc2c1NC(=O)CN1CCN(CCO)CC1)OCO3	7	-10	-6
